# Screening data as filed in PubChem.
# SSB-PriA inh – inhibitors of Klebsiella pneumoniae PriA binding to SSB C-terminal tail, primary screen, biochemical, AlphaScreen; PriA–SSB C-terminal tail interaction (Klebsiella pneumoniae); AlphaScreen SSBct-PriA binding, biotinylated peptide; inhibition, % at 33 µM; hit rate 0.6% among 430,000; in the data active means inhibition mostly above about 37%, no sharp cut-off; inactive means mostly below about 20%;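 further: plate controls were negative control peptide for no effect and reference peptide for full effect; strong numbers were not always called active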
# TcdB GH inh – TcdB glycohydrolase inhibitors, primary screen, biochemical, single point, plate reader; Toxin B (Clostridioides difficile), P18177; TcdB glycohydrolase enzymatic assay; inhibition, % at 9.99 µM; hit rate 0.24% among 350,000; AID 652162, 2013; in the data active means inhibition above about 10%
# Y pestis TopoI – Yersinia pestis topoisomerase I inhibitors, primary screen, biochemical, cleavage product accumulation, plate reader, single point; DNA topoisomerase I (Yersinia pestis CO92); Y. pestis Topo-I cleavage product accumulation; activity, % at 10 µM; hit rate 0.064% among 360,000; AID 504884, 2011; in the data active means activity above about 50%, passing the limit was not always enough; inconclusive means no clear call, values can overlap the other calls; further: inactives centre near 2
# Anthrax LF prot – Bacillus anthracis LF protease inhibitors, primary screen, biochemical, multiplex microsphere, MLPCN library | inhibition, % at 10 µM | multiplex microsphere protease cleavage assay | hit rate 0.12% among 360,000 | Lethal factor (Bacillus anthracis), P15917; further: plate controls were buffer without enzyme for full effect and enzyme alone for no effect
# PfHsp40 rescue – rescue of yeast from PfHsp40 toxicity, primary screen, S. cerevisiae, ATP luminescence; S. cerevisiae expressing PfHsp40, growth rescue; AID 504582, 2011; growth rescue, % at 12.5 µM; hit rate 0.68% among 340,000; in the data active means growth rescue above about 28%, passing the limit was not always enough; inconclusive means no clear call, values can overlap the other calls;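 further: yeast W303a lacking pdr1 and pdr3 grown in galactose medium; growth measured after three days at 30 °C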
# Vc quorum ag – inducers of Vibrio cholerae quorum light production without autoinducers, primary screen, BH1578 luxS cqsA deficient, single point. V. cholerae BH1578 lux reporter, luminescence, 6 h. activation, % at 18.7 µM. hit rate 0.16% among 350,000; in the data active means activation mostly above about 9.7%, no sharp cut-off; inconclusive means no clear call, values can overlap the other calls; inactive means mostly below about 3.7%; further: not every result past the cut was called active; inactives centre near 0; reference of the scale not given here
# SARS 3CLpro inh – SARS-CoV 3CLpro protease inhibitors, primary screen, biochemical, quenched FRET; Replicase polyprotein 1ab (Severe acute respiratory syndrome coronavirus), P0C6X7; recombinant SARS-CoV 3CLpro, quenched FRET peptide cleavage; inhibition, % at 6 µM; hit rate 0.14% among 290,000; in the data active means inhibition above about 12%
# BoNT-A LC inh2 – BoNT/A light chain protease inhibitors, primary screen, biochemical, flow cytometry, MLPCN library; Botulinum neurotoxin type A light chain protease (Clostridium botulinum A str. ATCC 3502); multiplex microsphere protease substrate cleavage; inhibition, % at 10 µM; hit rate 0.17% among 360,000; further: plate controls were buffer without enzyme for full effect and enzyme alone for no effect
# PrPC surface inh – inhibitors of human cell surface prion protein PrPC, primary screen, cell-based, TR-FRET; TR-FRET read-out; hit rate 0.43% among 370,000; inhibition, % at 13.8 µM; in the data active means inhibition above about 24%; further: 0% = median of the test wells and 100% = reference compound wells
# An asterisk follows results filed as active; i = inactive; ? = inconclusive; . = no result given; & = joins results of further samples. Unless noted, no stated cut-off is given here; in the data, active means inhibition above about 30%; inconclusive means no clear call, values can overlap the other calls; inactive means below that. Only part of the results is shown; the hit share may differ from the screen's.
SMILES,SSB-PriA inh,TcdB GH inh,Y pestis TopoI,Anthrax LF prot,PfHsp40 rescue,Vc quorum ag,SARS 3CLpro inh,BoNT-A LC inh2,PrPC surface inh
Cc1ccc(C(=O)Nc2ccc(O)cc2C(=O)O)cc1C,-13,20*,-1,4,-1.4,4.2,4,?,-3
COc1ccc(-c2noc(C3CCCN(C(=O)c4cccs4)C3)n2)cc1 (stereo unspecified),-14,1.3,20,0,-0.3,-4.2,4,-0.2,8
CSC(=NNC(=O)c1ccccc1O)SC,-6,.,-5,-7,-0.2,-0.5,1,0.9,9
Cc1cc(C)n(CCCNC(=O)C(C)(C)Oc2ccc(Cl)cc2)n1,-3,0.0,28,-7,-0.2,-1.5,.,-5.9,-1
COc1ccc(C)cc1Nc1n[n+](-c2ccccc2)c(-c2cc(OC)c(OC)cc2Br)s1,58*,0.6,-8,-9,0.0,-0.7,4,-0.1,5
CN1CCN(S(=O)(=O)c2ccc(=O)[nH]c2)CC1,-19,.,-6,-2,0.2,-0.4,1,-0.4,2
COC(=O)/C=C/C(=O)N1CCN(c2ccccc2)CC1,-9,0.6,6,-1,-0.6,1.7,-1,-1.3,-2
CC(NC(=O)CNC(=O)c1sc2ccccc2c1Cl)c1cccnc1 (stereo unspecified),1,0.8,8,0,-1.7,-0.5,4,-1.3,-8
CN(C)C(/C=C/Nc1ccc(C#N)cc1)=C(C#N)C#N,-7,.,-6,-2,-0.1,i,-1,-0.2,0
O=C(O)CC(NS(=O)(=O)c1c(F)cc(F)cc1Br)c1ccccc1Cl (stereo unspecified),-11,0.6,0,2,-2.0,i,-5,0.7,1
COCCCNC(=O)c1c(N)n(-c2ccc(S(N)(=O)=O)cc2)c2nc3ccccc3nc12,-6,1.1,18,-4,0.8,-0.3,-1,3.1,-18
O=C(c1ccc(-c2cccc(C(F)(F)F)c2)o1)N1CCOCC1,4,.,-5,-1,0.8,-0.1,-5,-0.8,1
CC(=O)c1sc(NC(=O)COc2ccc(Cl)cc2Cl)nc1C,-5,-0.2,-11,-4,-1.7,i,4,-1.0,5
CCSc1nc2c(c(=O)n1CC)SC(C)C2 (stereo unspecified),-10,.,1,-4,-1.4,i,3,1.2,-6
Nc1ncc(-n2cncn2)c(-c2ccc(Cl)cc2)n1,-2,-0.3,5,1,-1.5,0.7,-2,0.0,-4
CCOC(=O)Nc1ccc2c(c1)C(=NNC(=S)NC)c1ccccc1-2,.,0.7,10,-1,.,-0.7,.,-0.2,-11
COC(=O)CSc1nc(-c2ccc(C)cc2)c2c(c1C#N)CCCC2,-9,.,-2,0,0.0,.,-3,-1.0,9
NC(=O)c1ccc(NC(=O)CSc2cn(CC(=O)N3CCOCC3)c3ccccc23)cc1,2,2.7,-3,2,-0.8,-0.3,4,2.1,4
CC(=O)c1cc(C(C)=O)c(C)nc1C,-26,-1.4,-1,-9,0.7,-0.1,0,0.0,0
Cc1cc(C(=O)NCC(=O)O)c(C)o1,-11,0.3,11,0,-0.7,i,6,2.4,-5
O=C(COC(=O)c1cccnc1Cl)c1ccc(F)cc1,-9,1.0,6,-7,1.4,i,6,-0.5,-2
COc1ccccc1NC(=S)N1CCN(Cc2ccccc2)CC1,3,0.2,6,-3,-0.6,-0.2,6,-0.5,3
CC1CN(c2ccc([N+](=O)[O-])cc2Cl)CCN1S(C)(=O)=O (stereo unspecified),15,1.9,-2,-2,0.5,-0.3,4,-0.7,-23
COc1ccccc1NC(=O)CCCC(=O)OCC(=O)c1ccc(F)cc1,-3,0.3,-3,-4,2.0,-4.3,1,-1.0,5
O=C(CSC1=NCCS1)NC1CCCCC1,5,.,-3,-2,7.3,i,7,-1.9,5
CCCOc1ccccc1OCC(=O)N1CCN(S(=O)(=O)c2ccc(Cl)cc2)CC1,-4,0.6,12,-4,4.2,-2.1,.,0.9,-7
C/C(=N\OCC(=O)Nc1ccccc1C(C)(C)C)c1ccc2c(c1)OCCO2,.,0.5,42,-2,4.0,-3.8,0,-0.5,9
CN(Cc1cnn(C)c1)Cc1nc(C(c2ccccc2)c2ccccc2)no1,0,0.6,5,1,1.1,i,7,0.2,0
COCCCNCC(=O)Nc1ccc(OC(F)(F)F)cc1,-11,.,-5,-2,0.2,i,-6,-0.4,2
CCCn1c(CCC(=O)O)nc2cc(S(=O)(=O)N(CC)CC)ccc21,-5,-0.2,1,1,-0.5,-0.3,-7,-0.5,0

# Entries of single compounds as entered above. Order of values: SSB-PriA inh | TcdB GH inh | Y pestis TopoI | Anthrax LF prot | PfHsp40 rescue | Vc quorum ag | SARS 3CLpro inh | BoNT-A LC inh2 | PrPC surface inh
# COc1ccccc1NC(=O)CCCC(=O)OCC(=O)c1ccc(F)cc1 is listed with -3 | 0.3 | -3 | -4 | 2.0 | -4.3 | 1 | -1.0 | 5
# COCCCNCC(=O)Nc1ccc(OC(F)(F)F)cc1 is listed with -11 | . | -5 | -2 | 0.2 | i | -6 | -0.4 | 2
# CC1CN(c2ccc([N+](=O)[O-])cc2Cl)CCN1S(C)(=O)=O (stereo unspecified) is listed with 15 | 1.9 | -2 | -2 | 0.5 | -0.3 | 4 | -0.7 | -23
# O=C(CSC1=NCCS1)NC1CCCCC1 is listed with 5 | . | -3 | -2 | 7.3 | i | 7 | -1.9 | 5
# COC(=O)CSc1nc(-c2ccc(C)cc2)c2c(c1C#N)CCCC2 is listed with -9 | . | -2 | 0 | 0.0 | . | -3 | -1.0 | 9

# Additional structures follow:
SMILES,SSB-PriA inh,TcdB GH inh,Y pestis TopoI,Anthrax LF prot,PfHsp40 rescue,Vc quorum ag,SARS 3CLpro inh,BoNT-A LC inh2,PrPC surface inh
OCC[C@H]1C[C@H](O)[C@@H](O)[C@@]2(Cc3ccccc3CCO2)O1,-13,-0.1,11,-11,-1.7,-0.8,.,0.1,-8
COc1ccc(Cn2c(SCC#N)nc3ccc(N4CCOCC4)cc3c2=O)cc1,-2,1.4,23,1,?,-1.2,0,0.3,-9
CCc1cccc(NC(=O)C2CCCN(S(=O)(=O)c3cccnc3)C2)c1 (stereo unspecified),-13,0.7,11,-2,0.4,-0.3,-5,0.7,5
c1cc(CN2CCCCC2)cc(OCCCNc2nc3ccccc3s2)c1,6,-2.1,12,-7,-1.6,-3.8,.,-0.9,-11
COc1ccc(-c2nc3cnccn3c2NCc2ccccc2)cc1SC1CCCCC1,-5,.,0,0,5.5,-0.4,.,0.3,.
COc1ccc(S(=O)(=O)N2CCC(NC(=O)C3CCCCC3)CC2)cc1,-9,-9.8,-1,-15,-0.4,-0.6,-3,-5.5,-1
Cc1ccc(N(Cc2ccco2)C(=O)c2cccc(S(=O)(=O)N(C)C)c2)cc1,0,.,24,-5,0.1,.,4,0.4,-3
COc1ccc(C2CC(=O)Oc3cc4c(cc32)OCO4)cc1 (stereo unspecified),-7,1.2,5,-2,-1.3,-1.1,.,-0.2,-1
Cc1ccc(N2C(=O)NC(NC(=O)C(C)(C)C)(C(F)(F)F)C2=O)cc1C (stereo unspecified),26,0.3,13,-2,0.7,1.0,-6,0.2,6
COC(=O)c1cc(NC(=O)Cc2cccs2)cc(C(=O)OC)c1,-10,1.9,-7,-18,0.8,0.7,4,-2.6,0
Cn1cccc1CNC(=O)Nc1ccc(Cl)cc1,0,.,-2,-4,-0.3,i,-8,-0.3,-4
CCOC(=O)N1CCN(C(=S)NC(C)(C)C)CC1,-3,.,-1,-1,1.7,-3.0,0,-2.1,-4
CC(=O)NC1C(Oc2cccc(C)c2)OC2COC(c3ccco3)OC2C1O (stereo unspecified),-9,-2.5,0,-1,-0.6,-0.2,5,-0.1,2
Cc1cccn2c(=O)c3cc(C(=O)N4CC(C)CC(C)C4)sc3nc12 (stereo unspecified),-6,-10,27,8,1.0,-0.1,-3,-5.5,-7
CCOc1ncccc1C(=O)NCCc1ccc(OC)cc1,6,1.2,10,-1,1.2,-0.6,-1,-3.8,3
CN(C)C(=O)C1Cc2ccccc2CN1S(=O)(=O)c1ccc(F)cc1 (stereo unspecified),-19,0.4,1,-9,-1.0,-1.7,-5,-4.5,-2
O=C(O)c1ccccc1C(=O)NC1CCN(c2nccc(C(F)(F)F)n2)CC1,-9,-0.2,-7,26,-0.9,i,3,0.7,4
COc1ccc(C2C3=C(CCCC3=O)N(CC(=O)O)C3=C2C(=O)CCC3)cc1,-18,2.7,-4,1,-1.7,i,0,-3.5,0
CC(=O)Nc1ccc(S(=O)(=O)/N=C2/NC(=O)/C(=C\c3ccco3)S2)cc1,.,-3.2,-2,-2,0.5,1.0,-1,-0.6,1
Cc1cc(C)c(C#N)c(N2CCN(CCOc3ccc(Cl)cc3)CC2)n1,-9,1.2,-3,-5,-0.3,-0.9,3,-1.9,-3
CCN(CC)CCCNC(=O)CCc1ccccc1,-16,.,2,-1,-0.2,-3.0,0,0.4,-6
CC(OC(=O)c1ccc(Cl)nc1)C(=O)NC1CCCC1 (stereo unspecified),-10,0.3,1,-4,1.2,2.6,.,-3.2,3
O=C(CSc1cn(CC(=O)N2CCCCC2)c2ccccc12)NCC1CCCO1 (stereo unspecified),2,0.8,8,-5,-0.5,-0.3,3,-0.1,6
CC(=O)N(c1ccccc1C)c1ccccc1C,-12,0.0,1,0,-0.4,i,.,0.1,-5
COC(=O)c1cc(OC)c(OC)cc1NC(=O)CSc1ccccc1,-8,.,1,-5,1.6,7.7,-1,0.5,-1
O=C(NN=Cc1ccc2c(c1)CCC2)c1ccccc1[N+](=O)[O-],.,2.3,-7,-9,.,i,.,-0.3,-2
COc1ccc(OC)c(CN2CCN(C(=O)c3cccs3)CC2)c1,0,.,10,-1,-1.3,i,-4,0.8,5
CCOC(=O)C1CCN(c2c([N+](=O)[O-])c(C(Cl)Cl)nn2-c2ccccc2)CC1,14,.,31,-8,1.9,5.0,1,0.2,-3
CCOC(=O)Nc1ccc2c(c1)N(C(=O)C(C)N1CCCC1)c1ccccc1CC2 (stereo unspecified),4,.,10,-2,-0.3,-1.7,0,0.3,.
CCc1ccc(S(=O)(=O)Nc2ccc(-c3ccc4nncn4n3)cc2)s1,-8&0,-0.5,12,.,0.6,-0.3,.,.,-7
O=C(CCc1ccccc1)N1CCN(c2ccccc2F)CC1,-5,-0.6,7,-6,-2.7,-0.3,3,-0.4,-3
CN(c1ccccc1)S(=O)(=O)c1cccc(NC(=O)CSc2nnc(C3CC3)n2C)c1,-2,1.4,6,-4,10,-0.2,.,0.0,1
COc1ccccc1-c1ccc(SCC(=O)NC2CCCCC2)nn1,2,0.6,22,-1,-0.6,-2.9,4,3.4,-3
COc1cc2c(cc1OC)C(c1c(Cl)cccc1Cl)=NCC2,.,-1.7,.,1,.,.,.,-0.1,13
CCN1C(=O)[C@H]2[C@@H](c3ccc(C)cc3)N3C(=O)N(c4ccc(C)cc4)C(=O)[C@@]3(Cc3ccc(Cl)cc3)[C@H]2C1=O,-1,0.9,8,-8,0.6,i,7,0.5,-6
CCN(CC)S(=O)(=O)c1cc(NS(=O)(=O)c2cccs2)ccc1C,-4,1.5,7,-8,-0.2,-3.3,.,0.0,-3
CCCCNC(=O)N1CCOCCOCCN(C(=O)NCCCC)CCOCCOCC1,-5,.,-6,-3,-0.5,-0.9,1,-0.1,0
Cc1cccc(C)c1NC(=O)CN1CCN(CCCC(c2ccc(F)cc2)c2ccc(F)cc2)CC1,4,0.7,20,-15,-0.4,i,.,-1.0,-2
O=C1CC(c2ccccc2)CC(O)=C1C=NCc1ccccc1 (stereo unspecified),-8,0.7,-8,-3,7.6,-0.4,1,-1.2,2
Cc1cc(C)cc(CC2CC(=O)N(c3ccc(Cl)cn3)C2=O)c1 (stereo unspecified),-19,.,2,-4,0.0,-0.4,1,1.0,7
